Screening results from PubChem BioAssay.
ALDH1A1 inh = inhibitors of human aldehyde dehydrogenase 1A1; Purified ALDH1A1, NADH fluorescence, propionaldehyde substrate; Potency, µM (titrated, usually from 75.3 µM), for the others: at the top dose activity, negative = inhibition, hits mostly inhibitors; 220,000 compounds, 7.3% hits; AID 1030; active means well fitted inhibition curve with a large enough effect, not every such curve was filed as active; inconclusive means small, poorly fitted or top-dose-only effect, or another doubt; inactive means no such curve, though single readings can be large or run the other way;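 further: plate controls were no enzyme wells and a reference inhibitor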
Target sequence (P00352 whole entry, looked up): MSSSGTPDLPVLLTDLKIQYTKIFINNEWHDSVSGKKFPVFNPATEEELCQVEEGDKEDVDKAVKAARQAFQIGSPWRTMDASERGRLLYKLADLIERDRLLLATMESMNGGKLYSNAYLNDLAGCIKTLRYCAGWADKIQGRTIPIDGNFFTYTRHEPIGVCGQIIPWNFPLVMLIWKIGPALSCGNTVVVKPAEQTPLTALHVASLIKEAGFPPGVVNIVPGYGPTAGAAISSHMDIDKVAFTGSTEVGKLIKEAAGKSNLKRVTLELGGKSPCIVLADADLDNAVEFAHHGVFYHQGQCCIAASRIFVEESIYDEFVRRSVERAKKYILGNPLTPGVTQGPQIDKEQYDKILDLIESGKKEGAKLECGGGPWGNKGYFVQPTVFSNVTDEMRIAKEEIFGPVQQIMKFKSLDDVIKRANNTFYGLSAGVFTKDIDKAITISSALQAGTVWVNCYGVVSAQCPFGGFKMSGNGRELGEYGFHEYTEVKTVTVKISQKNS
Tau fluor counter = counter-screen for tau fibril formation inhibitors. Potency, µM (top dose mostly 57.7 µM), for the others: at the highest dose activity change, negative = decrease. 280,000 compounds, 0.93% hits. AID 1463. tau K18 P301L Alexa594 fluorescence, heparin fibrillization; further: on the % scale 0 is the no-effect control and ±100 the full control effect; nearly all actives have a fitted effect of over 55% in size
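Human K18 P301L tau (15 uM unlabeled plus 0.24 uM Alexa 594-labeled, final) in 100 mM sodium acetate pH 7 was mixed with compound and 20 uM heparin and incubated 6 hr at 37 C.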
Tau FP inhib = tau fibrillization inhibition (FP) | P10636 | K18 P301L tau heparin fibrillization, Alexa594 FP, 6 h | Potency, µM (titrated, usually from 57.7 µM), without a hit: top-dose activity, negative = inhibition, hits mostly inhibitors | 280,000 compounds, 0.39% hits | AID 1468; further: on the % scale 0 is the no-effect control and ±100 the full control effect; nearly all actives have a fitted effect of over 55% in size
Target sequence (P10636 561-689 P618L limits assumed): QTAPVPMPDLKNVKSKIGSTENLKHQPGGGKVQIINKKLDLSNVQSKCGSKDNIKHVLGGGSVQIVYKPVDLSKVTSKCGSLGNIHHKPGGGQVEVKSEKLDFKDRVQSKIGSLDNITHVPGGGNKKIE
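Human tau K18 […] P301L fragment, 15 uM unlabeled plus 0.24 uM Alexa 594-labeled tau (final), with compound and 20 uM heparin in 100 mM sodium acetate pH 7; 6 hr at 37 C, then Alexa 594 FP read.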
HTT cytoprotect = cytoprotection in Huntington HTT-Q103 PC12 cell model; AID 1471; Potency, µM (titrated, usually from 56.4 µM), without a hit: cytoprotection (ATP increase), actives largely listed as activators; 230,000 compounds, 0.14% hits; PC12 HTT-Q103 induced, cytoprotection, ATP luminescence, 40 h;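 further: % of control where 0% means no effect; nearly all actives have a fitted effect of over 45% in size; toxic huntingtin expression switched on by the ecdysone agonist tebufenozide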
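Huntington model: PC12 line, ecdysone-inducible HTTQ103 exon1–GFP, tebufenozide 100 nM. Test articles in a dose series. Endpoint luminescence from cellular ATP.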
HTT aggregate = reduces HttQ103-GFP aggregates in PC12 cells; PC12 HttQ103-GFP aggregates, Acumen cytometry, 40 h; Potency, µM (series often up to 46.1 µM), without a hit: top-dose activity change, negative = inhibition, usual class: inhibitors; 220,000 compounds, 1.1% hits; AID 1688; further: on the % scale 0 is the no-effect control and ±100 the full control effect; nearly all actives have a fitted effect of over 60% in size
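PC12/HTTQ103-GFP, ecdysone-inducible; teb 100 nM; cpd qHTS titration; GFP aggregates read on laser cytometer, Ex 488/Em 500-530 nm.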
Tau ThT inhib = inhibitors of human tau fibril formation, thioflavin T binding. P10636. Potency, µM (doses to about 57.4 µM), for the others: at the top dose activity, negative = inhibition, hits mostly inhibitors. 270,000 compounds, 2.1% hits. recombinant tau K18 P301L (four-repeat tau fragment), heparin-induced fibrillization, ThT fluorescence; further: on the % scale 0 is the no-effect control and ±100 the full control effect; nearly all actives have a fitted effect of over 55% in size
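Heparin-induced fibrillization of the P301L-mutant K18 repeat-domain fragment of human tau was followed by ThT binding in quantitative high-throughput format.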
SMN2 splice enh = increases expression of the SMN2 splice variant. HEK293 SMN2-luciferase splicing reporter, luminescence, 30-36 h. Potency, µM (titrated, usually from 46.1 µM), for the others: top-dose activity change, positive = activation, usual class: activators. 210,000 compounds, 2.8% hits. AID 1458; further: % of control where 0% means no effect; nearly all actives have a fitted effect of over 55% in size
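HEK293 cells carry an SMN2 […]–luciferase reporter in which exon 7 inclusion puts luciferase in frame. Cells were plated 10-12 h before compound addition, then incubated 30-36 h at 37C. ONE-Glo luminescence was read; sodium butyrate at 4.5 mM final served as control.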
JMJD2E inh = inhibitors of human JMJD2E histone demethylase | JMJD2E catalytic domain, FDH-coupled NADH fluorescence (FDH is formaldehyde dehydrogenase) | Potency, µM (doses to about 57.1 µM), inactives show top-dose activity change, negative = inhibition, actives largely listed as inhibitors | 230,000 compounds, 1.6% hits | AID 2147; active means well fitted inhibition curve with a large enough effect, not every such curve was filed as active; inconclusive means small, poorly fitted or top-dose-only effect, or another doubt; inactive means no such curve, though single readings can be large or run the other way;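 further: 0% = wells with enzyme and -100% = buffer wells without enzyme; nearly all actives have a fitted effect of over 50% in size; many of its hits are not listed in these tables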
Target sequence (B2RXH2 1-337 limits assumed): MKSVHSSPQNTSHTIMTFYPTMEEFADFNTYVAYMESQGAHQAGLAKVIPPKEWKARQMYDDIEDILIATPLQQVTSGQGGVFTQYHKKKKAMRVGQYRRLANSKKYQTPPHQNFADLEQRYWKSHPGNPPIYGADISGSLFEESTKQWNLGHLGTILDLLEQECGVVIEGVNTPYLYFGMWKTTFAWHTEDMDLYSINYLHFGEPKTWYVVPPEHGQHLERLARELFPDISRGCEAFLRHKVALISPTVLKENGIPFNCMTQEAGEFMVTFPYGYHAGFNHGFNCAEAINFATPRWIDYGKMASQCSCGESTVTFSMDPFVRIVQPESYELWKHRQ
Numbers without * were called inactive; ? = inconclusive; . = no result given; [ ] = another dose, or the depositor's remark. Unless noted, the call rests on the fitted dose curve; in most records, active means well fitted curve in the direction sought with a large enough effect; inconclusive means small, poorly fitted or top-dose-only effect, or another doubt; inactive means no such curve, though single readings can be large; an effect the other way counts as inactive or inconclusive. Potency means the concentration at half of the fitted maximal effect.

SMILES	ALDH1A1 inh	Tau fluor counter	Tau FP inhib	HTT cytoprotect	HTT aggregate	Tau ThT inhib	SMN2 splice enh	JMJD2E inh
CCOc1ccccc1NC(=O)Cn1nnc(-c2ccc(OCC)c(OCC)c2)n1	6.4%	-4.7%	-3.9%	-2.4%[10 µM]	-23.3%	-7.3%	13.5%	-2.3%
CC(=O)Nc1ccc(NC(=O)Nc2cc(C)cc(C)c2)cc1	.	-20.6%	16.7%	0.2%[10 µM]	8.6%[9.22 µM]	-8.9%	.	5.1%
O=C(CSc1nnc(Cn2c(=O)sc3ccccc32)n1-c1ccccc1)Nc1nccs1	?	-12.6%	4.0%	13.0%[10 µM]	-25.5%	-17.6%	-11.3%	-1.6%
O=C(C1CC12CCCC2)N1CCC(CO)(Cc2ccccc2Cl)CC1 (stereo unspecified)	?	-1.1%	9.7%	-8.3%[10 µM]	-1.9%[9.22 µM]	-0.3%	.	-12.6%
O=C(c1cccs1)N1N=C(c2ccc(O)cc2)CC1c1ccccc1 (stereo unspecified)	14.9%	?	?	9.6%[10 µM]	12.2%	5.8%	9.7%	-8.9%
COc1ccc2c([N+](=O)[O-])c(Cl)[nH]c2c1	?	?	?	-35.7%[inhibitor]	17.9%	28.2µM*	23.2%	15.8µM*
COc1ccc(CCNC(=O)CCc2c(C)nc3cc(-c4ccccc4OC)nn3c2C)c(OC)c1	.	-22.4%	-4.5%	.	.	?	-2.3%	.
O=[N+]([O-])c1ccc2sc(SCc3nc4ccccn4c3Br)nc2c1	?	-11.8%	14.0%	7.1%[10 µM]	-13.7%	?	-9.1%	-9.6%
CCOC(=O)CSc1[nH]c2cc(OC)ccc2c1[N+](=O)[O-]	1.9%	-1.5%	-0.3%	37.1%[10 µM]	23.8%[9.22 µM]	-0.4%	.	-3.6%
CC1(C)C(=O)Nc2ccccc2N1C(=O)COC(=O)C1CCCCC1	?	-21.0%	10.8%	1.8%	28.4%	?	-15.9%	3.2%
CCOC(=O)c1cnc2cc(C(F)(F)F)ccc2c1N1CCN(c2ccc(F)cc2)CC1	.	-25.6%	5.5%	.	.	-15.0%	3.3%	.
CSc1ccccc1NC(=O)CSCc1ccccc1Br	-10.3%	-17.0%	-3.7%	14.9%	-18.9%	-16.7%	.	?
Nc1c(C(=O)NCc2ccco2)nnn1-c1ccccc1	6.4%	-1.5%	-3.9%	-57.3%[inhibitor]	-18.2%	-3.9%	?	1.4%
NC(=O)c1cc2ccccc2o/c1=N\NC(=O)c1ccncc1	-15.3%	-13.4%	-3.6%	-31.7%[inhibitor]	6.6%	-16.8%	25.7%	-7.3%
CC(C)(C)n1nnnc1C(c1ccc(F)cc1)N1CCC(C(N)=O)CC1 (stereo unspecified)	-3.4%	-1.2%	0.0%	0.4%[10 µM]	-4.2%[9.22 µM]	-3.6%	-16.0%	-12.6%
CC(C)(C)NC(=O)CCc1nnc(Cc2c[nH]c3ccccc23)o1	2.9%	10.0%	3.1%	20.4%[10 µM]	-7.2%[9.22 µM]	18.4%	.	1.2%
COc1cccc(C(=O)Nc2ccc(-c3nc4ccccc4o3)c(O)c2)c1	?	?	?	15.3%[10 µM]	1.3%	?	-37.0%[inhibitor]	?
O=C(COC(=O)CC1CC2CCC1C2)Nc1c(F)cccc1F (stereo unspecified)	1.6%	-9.1%	-4.9%	-13.8%	3.5%	-4.5%	-3.5%	-3.0%
O=C(NCCCc1nc2ccccc2n1Cc1ccccc1F)c1ccco1	.	-3.6%	-7.8%	.	.	1.8%	-11.8%	.
Cc1ccc(NC(=O)c2cnc(N3CCN(c4ccccn4)CC3)c3ccccc23)c(Br)c1	?	-18.3%	10.1%	-119.3%[inhibitor]	-23.5%	?	-96.5%[inhibitor]	?
Cc1nc(Sc2nnnn2C)c2c3c(sc2n1)CCC3	?	5.8%	-2.9%	-63.7%[inhibitor][10 µM]	?	0.6%	-53.4%[inhibitor]	?
O=C(Nc1ccc(OC(F)(F)F)cc1)c1cc(-c2ccc(Cl)cc2)on1	.	2.6%	-5.7%	.	.	0.4%	3.1%	.
O=C(Cc1ccccc1)Nc1ccc2c(c1)CCC2	-1.9%	-19.6%	-5.2%	-30.0%	-14.4%	-6.5%	.	-0.2%
Cc1ccc(Oc2cc(-n3nc(C)cc3C)ncn2)cc1	-3.9%	-5.2%	1.8%	0.4%[10 µM]	7.4%	-15.9%	?	2.3%
CCOc1ccc(NC(=O)CSc2nc(-c3ccccc3)c3cc(OCC)ccc3n2)cc1	.	-5.3%	-4.0%	.	.	3.1%	-3.2%	.
(more compounds)
SMILES	ALDH1A1 inh	Tau fluor counter	Tau FP inhib	HTT cytoprotect	HTT aggregate	Tau ThT inhib	SMN2 splice enh	JMJD2E inh
O=C(CC1=NC2(CCCC2)Cc2ccccc21)N1CCOCC1	?	1.6%	-4.4%	3.5%	6.8%[9.22 µM]	5.4%	-21.0%	3.7%
CCOc1ccc(-n2cc(-c3ccccc3)c3c(SC(C)C(=O)OC)ncnc32)cc1 (stereo unspecified)	-9.2%	-12.6%	-1.3%	11.5%[10 µM]	?	-15.6%	.	?
CCOc1ccc(-n2nc3ccc(NC(=O)c4ccc(C)cc4C)cc3n2)cc1	.	-9.2%	?	.	.	-13.4%	10.7%	.
Cc1ccccc1NC(=S)NC(=O)CCc1ccccc1	?	-16.4%	-2.4%	-2.8%	0.6%	-13.3%	-5.0%	7.9%
COc1ccc(N2CCN(C(=O)c3ccc(COc4ccc5c(C)cc(=O)oc5c4)cc3)CC2)cc1	?	-25.5%	0.4%	.	-15.0%	?	-40.5%[inhibitor]	?
CC(=O)Nc1ccc(S(=O)(=O)NC2(C(F)(F)F)NC(=O)N(CCc3ccc(F)cc3)C2=O)cc1 (stereo unspecified)	.	0.8%	0.4%	.	.	4.4%	-17.8%	.
CCc1nc2ccccc2n1CCCCOc1ccc(Cl)cc1	.	-10.9%	-5.6%	.	.	?	-36.2%[inhibitor]	.
CC(C)CNC(=O)COc1cccc(C(=O)NCc2ccccc2)c1	-0.3%	6.0%	1.3%	?	12.7%	-2.3%	-9.0%	5.1%
O=S(=O)(Nc1nc2ccccc2nc1NCCN1CCOCC1)c1cccc(Cl)c1	-6.3%	-9.5%	-0.3%	-2.7%	-5.3%	-8.1%	-10.1%	-18.3%
COc1ccc(CCNC(=O)CCNC(=O)c2ccc(Br)cc2)cc1OC	-1.8%	-4.1%	-6.1%	17.0%[10 µM]	-5.0%	3.8%	.	3.0%
COc1ccc(C(=O)c2ccc(OC)cc2O)c(O)c1	7.4%	-14.6%	-1.2%	-5.3%	-17.2%	-10.2%	.	1.2%
C=CCn1c(SC)nc2sc3c(c2c1=O)CCc1ccccc1-3	-10.4%	-25.5%	0.6%	.	0.3%	?	6.4%	-11.1%
CN1CCN(C(=S)NC(=O)c2ccc(Cl)cc2)CC1	17.8µM*	-13.8%	0.3%	-3.6%[10 µM]	-0.6%[9.22 µM]	?	.	9.6%
c1coc(CNc2nc3sc4c(c3c3ncnn23)CCCC4)c1	-9.8%	-26.0%	9.2%	-17.2%[0.074 µM]	?	?	-2.2%	-9.6%
Cn1c(SCC(=O)Nc2sccc2C#N)nnc1-c1ccccc1	-2.0%	-14.0%	1.6%	-3.1%	10.8%	-19.0%	3.9%	0.5%
Cn1nc(C(=O)NCCN2CCOCC2)c2ccccc2c1=O	-0.5%	1.4%	1.5%	-17.2%[0.074 µM]	13.9%	-11.9%	-21.6%	-2.2%
CC(=O)Nc1ccc(C(=O)NC2CCCC2)cc1	?	5.3%	3.9%	3.9%	-0.3%	-1.1%	1.4%	6.0%
COc1ccc(C2C(C(=O)c3ccco3)=C(O)C(=O)N2CCc2ccccc2)cc1OC (stereo unspecified)	-5.0%	-3.6%	-2.2%	2.4%[10 µM]	9.8%	-10.9%	15.6%	?
COC(=O)c1ccc(COc2ccc(NC(C)=O)cc2)o1	.	-9.9%	-0.8%	0.8%[10 µM]	11.4%[9.22 µM]	-8.4%	.	-3.6%
COc1ccc(S(=O)(=O)N2CCC(C(=O)c3ccc4c(c3)OCCO4)CC2)cc1	-11.7%	-26.7%	-12.0%	-22.9%[10 µM]	-23.4%	-2.0%	-51.4%[inhibitor]	-0.7%
COc1ccc(N2CCN(C(CNC(=O)C3CCCCC3)c3cccnc3)CC2)cc1 (stereo unspecified)	0.5%	-6.4%	-3.9%	-28.7%	-10.1%	-6.9%	-14.8%	11.2%
Cc1nc(Nc2ccc3c(c2)OCCO3)c2oc3ccccc3c2n1	?	?	?	-63.7%[inhibitor]	?	?	-39.8%[inhibitor]	?
CCCCCCCCCCCCCCCC(=O)NCC(COP(=O)([O-])OCC[N+](C)(C)C)OCC (stereo unspecified)	-4.3%	-6.6%	6.7%	.	.	?	-3.1%	2.4%
COc1ccc(C(=O)Cn2c(C(=O)/C=C/c3ccccc3)nc3ccccc32)cc1	-6.5%	-7.9%	-5.8%	-42.6%[inhibitor]	?	1.1%	.	3.2%
CC1CCC2C(=O)N(c3ccc(C(=O)Oc4cccc5cccnc45)cc3)C(=O)C2C1 (stereo unspecified)	?	-29.4%	?	-41.4%[10 µM]	?	?	.	-2.7%
Additional structures follow:
SMILES	ALDH1A1 inh	Tau fluor counter	Tau FP inhib	HTT cytoprotect	HTT aggregate	Tau ThT inhib	SMN2 splice enh	JMJD2E inh
CCOc1c(Br)cc(CNc2ncn[nH]2)cc1OC	5.4%	0.1%	-2.6%	4.7%[10 µM]	-16.4%	1.4%	-33.2%	-0.3%
COc1cc2nc(CN(C)Cc3ccc(OC)c(OC)c3OC)[nH]c(=O)c2cc1OC	-3.5%	2.5%	2.3%	-96.7%[inhibitor]	15.3%	-1.5%	19.0%	-9.6%
CC(=O)N1CCN(C(=S)Nc2cc(S(=O)(=O)N3CCOCC3)ccc2Cl)CC1	?	-7.6%	-10.4%	-2.3%	0.5%	-5.3%	0.6%	-6.5%
COc1cccc(Cn2cc(C(=O)NCCN(C)C)nn2)c1	4.4%	-2.4%	6.6%	-11.6%[10 µM]	-1.6%[9.22 µM]	1.1%	.	-37.8%
COc1cc(OC)nc(Oc2ccc(NC(C)=O)cc2)n1	-1.2%	1.0%	1.4%	-17.7%	-17.3%	-3.7%	7.5%	-8.4%
CCOc1ccc(-n2c(=O)c3c4c(sc3n(CC(=O)NC(C)CC)c2=O)CCC4)cc1 (stereo unspecified)	.	-0.9%	-0.2%	.	.	-3.4%	7.4%	.

Not all compounds are listed; rates above refer to the full screens.
